# VLA-4 inh: inhibition in a human VLA-4 binding assay; VLA-4 expressing cells, ligand binding flow cytometry; actives 0.2% (n = 330,000); inhibition, % (about 7 µM as worked out from the volumes in the protocol); P13612; in the data active means inhibition above about 50%
# CIT2-GFP yeast: modulators of TOR pathway CIT2-GFP in S. cerevisiae; S. cerevisiae CIT2-GFP strain, flow cytometry, 3 h; 100 means same as DMSO wells; GFP response vs DMSO, % at 10 µM; actives 0.065% (n = 320,000);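 active means GFP response relative to DMSO above a set limit, near the screen mean plus 3 SD, cut at about 150% in these data; inconclusive means Fewer than 70 cells measured for a yeast strain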;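 further: ratio of well median GFP fluorescence to mean of DMSO wells on the plate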
# GLD-1 TGE inh: GLD-1-TGE RNA interaction inhibition (C. elegans) | Q17339 | purified GLD-1 + fluorescein TGE RNA, fluorescence polarization | inhibition, % at 5.96 µM | actives 0.44% (n = 320,000) | AID 2280;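 active means percent inhibition above a per-plate cutoff, the plate mean of test compounds plus 3 SD, cut at about 30% in these data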;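 further: 0% = DMSO wells with GLD-1 and probe and 100% = wells lacking GLD-1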
# Bcl-xL primary: blocks human Bcl-xL binding to Bim BH3 peptide; GST-Bcl-xL / FITC-Bim BH3 peptide fluorescence polarization; actives 0.7% (n = 320,000); Q07817; inhibition, % at 10.9 µM;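 active means inhibition above the mean of all tested compounds plus 3 SD, cutoff set per campaign, cut at about 30% in these data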;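 further: 0% = DMSO wells and 100% = unlabeled Bim-BH3 peptide competitor; inhibitors lower millipolarization by displacing the labeled peptide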
# Target sequence (Q07817 whole entry, looked up): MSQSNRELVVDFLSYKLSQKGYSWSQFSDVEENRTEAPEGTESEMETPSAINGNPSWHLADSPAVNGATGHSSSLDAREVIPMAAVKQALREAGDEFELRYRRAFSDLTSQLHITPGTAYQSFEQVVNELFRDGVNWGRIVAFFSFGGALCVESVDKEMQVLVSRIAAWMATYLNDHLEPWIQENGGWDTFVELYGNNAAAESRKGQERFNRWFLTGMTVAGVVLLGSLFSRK
# Yeast superoxide: lowers age-related superoxide in aged yeast cells. S. cerevisiae aged cells, superoxide DHE fluorescence; stronger effect = lower value. superoxide response (% of plate mean), % at 10 µM. actives 0.18% (n = 330,000);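 active means superoxide response under a set limit, about three screen SD below normal, cut at about 65% in these data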;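 further: yeast aged for seven days with compound at 30 °C before DHE staining; 100% = average MFI of all compound-treated wells on the plate with controls excluded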
# GRK2 aptamer HTS: blocks RNA aptamer binding to human GRK2 | P25098 | actives 0.59% (n = 330,000) | inhibition of aptamer binding, % at 10 µM | bead flow cytometry, FAM-aptamer displacement from GRK2;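 active means inhibition of aptamer binding above 40%, roughly 3 SD of noise, on plates passing a quality check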;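 further: median bead fluorescence of bound FAM aptamer so fluorescent compounds give negative values; no value below 0 was filed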
# MEX-5 binding: C. elegans MEX-5 TCR-2 RNA binding activity | AID 1832 | MEX-5/FITC-TCR2 RNA binding, fluorescence polarization; stronger effect = lower value | Q9XUB2 | actives 0.38% (n = 300,000) | activity score (negative = inhibition of binding), % at 10 µM;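 active means inhibition past about -25% in most replicates, and total fluorescence under double the plate's negative control median, limit read from the data; inconclusive means replicates evenly split on the limit, or fluorescence at least double controls; inactive means too little inhibition in most replicates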;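 further: 0% = DMSO and -100% = 5 µM competing unlabeled TCR2 RNA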
# Target sequence (Q9XUB2 whole entry, looked up): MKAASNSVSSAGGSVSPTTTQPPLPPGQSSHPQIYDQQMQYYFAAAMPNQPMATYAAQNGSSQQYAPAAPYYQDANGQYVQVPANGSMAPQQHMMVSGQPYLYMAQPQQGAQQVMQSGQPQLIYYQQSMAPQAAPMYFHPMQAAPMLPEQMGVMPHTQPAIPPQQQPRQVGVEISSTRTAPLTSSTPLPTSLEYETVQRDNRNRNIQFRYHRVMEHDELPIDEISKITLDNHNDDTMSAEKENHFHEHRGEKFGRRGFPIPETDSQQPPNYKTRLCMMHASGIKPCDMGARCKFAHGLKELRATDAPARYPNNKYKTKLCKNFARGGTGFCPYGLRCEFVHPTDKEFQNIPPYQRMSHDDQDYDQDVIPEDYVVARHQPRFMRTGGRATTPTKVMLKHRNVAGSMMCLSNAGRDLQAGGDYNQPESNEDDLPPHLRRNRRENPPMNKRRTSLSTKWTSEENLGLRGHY
# AGP1 TOR yeast: modulators of TOR pathway AGP1-GFP in S. cerevisiae | S. cerevisiae AGP1-GFP multiplex flow cytometry, 3 h; GFP as percent of DMSO wells | AID 2066 | GFP response vs DMSO, % at 10 µM | actives 0.02% (n = 320,000);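 active means GFP response relative to DMSO above a set limit, near screen average plus 3 SD, cut at about 150% in these data; inconclusive means fewer than 70 cells counted for the yeast strain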;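 further: median GFP channel fluorescence of the gated AGP1 strain per well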
# MCL1-BIM inh: inhibitors of human MCL1 binding to BIM-BH3 peptide; Q07820; GST-MCL1 / FITC-Bim-BH3 fluorescence polarization; inhibition, % at 10.9 µM; actives 0.68% (n = 320,000); AID 2057;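 active means inhibition above the mean inhibition of all tested compounds plus 3 SD, set per campaign, cut at about 40% in these data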;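 further: 0% = DMSO wells and 100% = unlabeled Bim-BH3 peptide control; higher means more loss of mP so more displacement of Bim peptide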
# Target sequence (Q07820 whole entry, looked up): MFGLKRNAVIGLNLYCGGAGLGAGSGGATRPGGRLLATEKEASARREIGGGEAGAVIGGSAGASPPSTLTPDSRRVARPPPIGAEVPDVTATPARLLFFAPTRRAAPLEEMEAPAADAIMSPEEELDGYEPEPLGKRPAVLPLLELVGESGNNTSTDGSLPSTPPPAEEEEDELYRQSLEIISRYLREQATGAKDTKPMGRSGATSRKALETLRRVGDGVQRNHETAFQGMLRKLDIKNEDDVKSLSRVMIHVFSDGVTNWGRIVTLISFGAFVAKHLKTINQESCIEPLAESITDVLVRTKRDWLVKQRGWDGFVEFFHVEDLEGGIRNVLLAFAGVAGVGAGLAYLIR
# An asterisk follows results filed as active; ? = inconclusive; . = no result given.
SMILES,VLA-4 inh,CIT2-GFP yeast,GLD-1 TGE inh,Bcl-xL primary,Yeast superoxide,GRK2 aptamer HTS,MEX-5 binding,AGP1 TOR yeast,MCL1-BIM inh
NNC(=O)c1cnn(-c2ccccc2)c1-n1cccc1,5,103,3,6,118,1,1.6,99,13
O=C(COc1cccc(NC(=O)c2ccco2)c1)c1ccc(F)cc1,-8,86,-3,-5,109,0,.,99,-2
Cn1cnnc1SCc1ccc(C(=O)NN)cc1,7,107,4,1,139,0,0.1,102,3
COCCn1c(SCC(=O)NCc2ccco2)nnc1C(C)C,5,92,1,8,111,0,-0.1,100,11
COc1ccccc1NC(=O)c1ccc(N2CC3CC(C2)c2cccc(=O)n2C3)c(NC(=O)c2cccnc2)c1 (stereo not given),18,99,3,5,86,4,-1.1,92,3
O=C(NNC(=S)NC(=O)c1ccc(F)cc1)c1ccncc1,7,103,-6,.,80,1,.,102,.
COc1ccc(CCN2C(=O)CC(C(N)=O)SC2=Nc2ccccc2)cc1 (stereo not given),2,92,4,5,101,5,.,104,4
COC(=O)c1cc(C(=O)OCC(=O)N2c3ccccc3NC(=O)C2(C)C)cc([N+](=O)[O-])c1,-4,108,0,-1,100,4,2.7,105,-2
COCCCNc1oc(-c2ccccc2OC)nc1C#N,-5,103,1,1,104,0,2.0,99,-2
COc1ccc(Cl)c(Cn2c(NCc3ccccn3)nc3c2c(=O)n(C)c(=O)n3C)c1,4,101,-2,7,98,0,-0.9,98,3
COCCCn1c(=O)c2ccccc2n(CC(=O)NC2CCCC2)c1=O,6,104,3,3,100,0,1.4,105,4
CN(C)c1ccc(/C=N/NC(=O)c2ccc(CN3C(=O)c4cccc5cccc3c45)cc2)cc1,24,101,1,-1,97,0,6.7,94,7
Cc1cccc(C(=O)OC2CCCN(C)C2)c1C (stereo not given),-24,108,-4,6,90,0,-2.3,107,-5
Cc1ccc(C(=O)COC(=O)CNC(=O)CN2C(=O)c3ccccc3C2=O)cc1,-9,95,-2,7,92,0,0.2,94,5
Nc1c(-c2n[nH]c(=S)n2-c2ccc(Cl)cc2Cl)cnn1-c1ccccc1,5,106,12,-4,126,1,-0.2,105,0
Cc1onc(-c2ccc(Cl)cc2)c1-c1ccnc(SCC(=O)Nc2cc(Cl)cc(Cl)c2)n1,-2,90,6,4,107,3,0.1,95,7
COc1ccc(CN(C)C(=O)COc2cccc(-n3cnnn3)c2)cc1OC,11,90,5,.,94,1,.,99,.
C=CCn1c(SCC(=O)c2ccc(CNC(C)=O)o2)nc2ccccc2c1=O,6,102,20,7,95,0,-2.7,101,13
CSc1cc(C)[nH]c(=O)n1,-3,100,6,-11,91,0,-1.3,98,-18
CCN(CC(=O)Nc1c(F)cccc1F)C(=O)c1ccc2c(c1)OCCO2,15,98,-2,-14,125,2,-1.3,100,-14
Cc1cccc(C)c1OCC(=O)N(Cc1ccc(N(C)C)cc1)C1CCS(=O)(=O)C1 (stereo not given),16,98,1,1,100,1,-8.2,107,4
CCOC(=O)c1ccc(N2C(=O)C(O)=C(C(C)=O)C2c2ccc([N+](=O)[O-])cc2)cc1 (stereo not given),1,79,0,9,106,1,3.7,76,3
Cc1ccc(C)n1NC(=O)c1ccc(Cl)cc1,11,?,0,1,101,0,-0.6,?,1
CCOC(=O)c1c(NC(=O)CC)sc(C(C)=O)c1C,-2,108,1,10,88,1,0.3,99,3
CCc1cc2c(C)ccc(C)c2nc1SCC(=O)Nc1c(C)[nH]c(=O)[nH]c1=O,6,98,4,-2,89,1,1.5,100,-1

# New compounds follow:
SMILES,VLA-4 inh,CIT2-GFP yeast,GLD-1 TGE inh,Bcl-xL primary,Yeast superoxide,GRK2 aptamer HTS,MEX-5 binding,AGP1 TOR yeast,MCL1-BIM inh
Cc1nc(SCc2nc3ccccc3[nH]2)c2oc3ccccc3c2n1,7,86,0,6,97,0,0.0,91,-1
CC(C)n1cc([C@@H]2C[C@H]3CN(Cc4cccc(Cl)c4)C(=O)[C@]34CCCN24)cn1,-5,89,-9,0,114,0,0.2,99,-1
CC(C)OC(=O)C(C)Nc1ccc(F)c(Cl)c1 (stereo not given),0,96,7,5,102,0,-1.6,101,10
COc1cc(C)ccc1OCC(=O)OCC(=O)c1[nH]c(C)c(C(C)=O)c1C,0,88,-6,.,93,1,.,93,.
CCCCNC(=O)c1onc(CSc2ccc(C(C)C)cc2)c1C(=O)O,-9,89,4,4,84,3,-0.2,89,7
O=C(O)C1CC(=O)N(c2ccc(OCc3ccc(Cl)cc3Cl)cc2)C1 (stereo not given),-3,94,2,6,115,0,0.8,91,9
COc1ccc(/C=C2\SC(=S)N(CC(=O)OCC(=O)Nc3cc(Cl)cc(Cl)c3)C2=O)cc1,4,100,-1,1,102,1,-0.5,101,4
COc1nc(C)nc2c1ccc1ccccc12,-6,100,-6,6,99,3,0.5,98,-4
CCOc1ccc(OCCC(=O)N(CC)CC(=O)Nc2ccccc2C(F)(F)F)cc1,-7,96,5,0,108,2,-1.5,100,-6
O=C(N/N=C/c1ccc(-c2cccc([N+](=O)[O-])c2)o1)c1ccccc1O,-3,105,8,11,111,0,3.5,100,9
O=C(Nc1cc(-c2ccccc2)nn1-c1ccccc1)c1ccccc1F,15,69,5,4,89,7,.,74,5
O=C(COc1coc(CN2CCN(c3ccccc3)CC2)cc1=O)Nc1ccc(F)cc1,-1,86,6,1,99,3,2.8,100,-1
COc1ccc(C(CC(=O)N2CCOCC2)c2c(OC)cc(OC)c3ccc(=O)oc23)cc1 (stereo not given),1,103,12,3,102,13,-2.3,103,-3
CNC(=S)NCc1ccc2[nH]c(C)cc2c1,18,76,-1,10,116,0,-2.7,96,2
O=C(/C=C/Nc1ccc(F)cc1)c1ccc(Br)cc1,16,100,-5,-3,97,4,-1.5,95,-4
O=C(NCCc1ccc(Cl)cc1)C1CCC(=O)N1Cc1ccccc1Cl (stereo not given),9,92,3,-4,130,1,1.4,98,-8
COc1cc(OC)c(NC(=O)Cc2ccc(OC)c(S(=O)(=O)N3CCOCC3)c2)cc1Cl,4,106,0,-5,120,2,-2.2,84,-8
CCOC(=O)COc1ccc2c3c(c(=O)oc2c1)CCCC3,-2,92,-2,1,94,0,-3.4,93,3
Cc1ccc(C)c(-c2cc(C(=O)Nc3cccnc3)c3ccccc3n2)c1,-6,108,10,8,120,0,1.9,100,3
CN(C(=O)c1c[nH]c(=O)cc1C(F)(F)F)c1ccc(Cl)c(Cl)c1,35,90,-1,-9,123,2,2.2,98,-15
COC(=O)c1ccc(NC(=O)CN2C(=O)CC(C)S(=O)(=O)c3ccccc32)cc1 (stereo not given),25,82,-6,1,98,3,0.0,74,5
CCOC(=O)C1=NN(c2ccc(Cl)cc2)C(c2ccccc2)CC1=O (stereo not given),1,97,7,-2,93,4,-2.9,100,-3
COc1cccc(-c2c(C(=O)N/N=C/c3ccsc3)nnn2-c2nonc2N)c1,6,92,7,-1,104,0,-3.4,95,1
Cc1ccc(-c2ccc(=O)n(CC(=O)NCCC(C)C)n2)cc1,-29,104,-7,1,100,0,-3.1,111,2
C=CCOc1ccc(CNc2nn[nH]n2)cc1OC,8,103,1,1,104,0,-3.6,.,0

# Taken from above for reference:
SMILES,VLA-4 inh,CIT2-GFP yeast,GLD-1 TGE inh,Bcl-xL primary,Yeast superoxide,GRK2 aptamer HTS,MEX-5 binding,AGP1 TOR yeast,MCL1-BIM inh
CN(C(=O)c1c[nH]c(=O)cc1C(F)(F)F)c1ccc(Cl)c(Cl)c1,35,90,-1,-9,123,2,2.2,98,-15
COC(=O)c1ccc(NC(=O)CN2C(=O)CC(C)S(=O)(=O)c3ccccc32)cc1 (stereo not given),25,82,-6,1,98,3,0.0,74,5

# (list continues)
SMILES,VLA-4 inh,CIT2-GFP yeast,GLD-1 TGE inh,Bcl-xL primary,Yeast superoxide,GRK2 aptamer HTS,MEX-5 binding,AGP1 TOR yeast,MCL1-BIM inh
Cc1ccc(C(=O)N/C(=C\c2ccc(Cl)cc2)C(=O)NCCCN2CCOCC2)cc1,17,106,-4,2,91,0,1.9,90,-2
CCCN(CCC)C(=O)C1CCN(c2cc(C)nc3c(-c4ccc(OC)c(OC)c4)c(C)nn23)CC1,24,106,10,3,105,0,1.1,99,3
Cn1c(CC(=O)Nc2ccccc2)cc2ccccc21,0,91,4,3,105,1,2.0,93,4
CC(C)(C)SCCNC(=O)COc1ccc(Cl)cc1,17,88,6,-3,108,25,-3.7,89,-2
O=C1/C(=C/c2cccnc2)SC(=S)N1Nc1ccccc1,23,119,2,5,105,1,-8.4,119,8
CSc1ccccc1NC(=O)COc1ccc(Cl)cc1Cl,-12,98,-3,4,95,0,1.2,97,9
CCN1CCN(C(=O)Nc2ccccc2OC)CC1,9,.,5,0,125,0,.,85,-4
CCOC(=O)c1sc(C(=O)OCC)c(OCCO)c1OCCO,-2,93,-1,0,110,1,0.1,98,0
O=C(C1Cc2ccccc2CN1S(=O)(=O)c1ccc(F)cc1)N1CCCCC1 (stereo not given),2,93,0,6,85,0,1.6,99,6
O=C(O)CCCn1cc(NC(=O)COc2ccccc2)cn1,18,97,-3,6,94,1,0.5,102,4
CC1CCN(S(=O)(=O)c2ccc3c(c2)c(=O)c(C(=O)N2CCOCC2)cn3C)CC1,3,108,2,7,83,0,0.5,107,2
O=C(CCc1ccccc1)NC(=S)Nc1ccc(S(=O)(=O)N2CCOCC2)cc1,-2,98,4,2,95,2,3.3,97,1
CCN(CC)S(=O)(=O)c1ccc(C)c(NC(=O)Cn2c(=O)cnc3ccccc32)c1,5,99,-4,-3,96,0,1.4,105,-5

# Compounds above with fluorine, in the order listed:
SMILES,VLA-4 inh,CIT2-GFP yeast,GLD-1 TGE inh,Bcl-xL primary,Yeast superoxide,GRK2 aptamer HTS,MEX-5 binding,AGP1 TOR yeast,MCL1-BIM inh
O=C(COc1cccc(NC(=O)c2ccco2)c1)c1ccc(F)cc1,-8,86,-3,-5,109,0,.,99,-2
O=C(NNC(=S)NC(=O)c1ccc(F)cc1)c1ccncc1,7,103,-6,.,80,1,.,102,.
CCN(CC(=O)Nc1c(F)cccc1F)C(=O)c1ccc2c(c1)OCCO2,15,98,-2,-14,125,2,-1.3,100,-14
CC(C)OC(=O)C(C)Nc1ccc(F)c(Cl)c1 (stereo not given),0,96,7,5,102,0,-1.6,101,10
CCOc1ccc(OCCC(=O)N(CC)CC(=O)Nc2ccccc2C(F)(F)F)cc1,-7,96,5,0,108,2,-1.5,100,-6
O=C(Nc1cc(-c2ccccc2)nn1-c1ccccc1)c1ccccc1F,15,69,5,4,89,7,.,74,5
O=C(COc1coc(CN2CCN(c3ccccc3)CC2)cc1=O)Nc1ccc(F)cc1,-1,86,6,1,99,3,2.8,100,-1
O=C(/C=C/Nc1ccc(F)cc1)c1ccc(Br)cc1,16,100,-5,-3,97,4,-1.5,95,-4
CN(C(=O)c1c[nH]c(=O)cc1C(F)(F)F)c1ccc(Cl)c(Cl)c1,35,90,-1,-9,123,2,2.2,98,-15
O=C(C1Cc2ccccc2CN1S(=O)(=O)c1ccc(F)cc1)N1CCCCC1 (stereo not given),2,93,0,6,85,0,1.6,99,6
